Eya2 phos inh: qHTS Assay for Inhibitors of the Phosphatase Activity of Eya2; recombinant Eya2, OMFP fluorescence dephosphorylation (OMFP is methylfluorescein phosphate); 330,000 compounds, 0.006% hits; AID 488837, 2010; Protein phosphatase EYA2 (Homo sapiens), O00167; Potency, µM (top dose mostly 76.9 µM), without a hit: at the top dose activity, negative = inhibition, actives largely listed as inhibitors; also: potency is read from the fitted curve at half-maximal effect; % is scaled to controls: 0 for no effect and ±100 for the full control effect
Target sequence (O00167 whole entry, looked up): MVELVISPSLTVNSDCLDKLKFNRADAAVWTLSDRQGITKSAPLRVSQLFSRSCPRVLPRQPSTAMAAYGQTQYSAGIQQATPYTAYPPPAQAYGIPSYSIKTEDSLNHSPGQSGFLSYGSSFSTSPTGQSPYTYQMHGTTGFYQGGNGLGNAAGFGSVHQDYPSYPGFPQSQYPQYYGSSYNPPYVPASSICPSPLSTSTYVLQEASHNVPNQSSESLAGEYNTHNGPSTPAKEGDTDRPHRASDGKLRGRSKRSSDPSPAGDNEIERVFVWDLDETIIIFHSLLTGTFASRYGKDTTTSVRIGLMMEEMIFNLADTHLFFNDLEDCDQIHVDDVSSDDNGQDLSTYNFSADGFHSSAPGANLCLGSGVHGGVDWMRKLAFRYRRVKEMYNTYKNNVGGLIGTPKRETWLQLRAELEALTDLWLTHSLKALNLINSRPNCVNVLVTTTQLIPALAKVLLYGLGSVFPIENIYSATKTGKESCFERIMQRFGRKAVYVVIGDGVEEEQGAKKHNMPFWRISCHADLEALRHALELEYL
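Eya2 protein (added as 0.2 uM solution) was preincubated with compound for 10 min at ambient temperature in 50 mM HEPES pH 7.5, 50 mM NaCl, 5 uM MgCl2, 0.05% BSA, 1 mM DTT. OMFP (added at 50 uM) then reacted 10 min; fluorescence read at 485/525 nm.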
TRPV1 ag: HTS Assay for Compounds that Act as Agonists of the Vanilloid Receptor 1; Transient receptor potential cation channel subfamily V member 1 (Homo sapiens), Q8NER1; TRPV1-expressing cells, Fluo-8 calcium influx, agonist mode; activation, % at 8.33 µM; 320,000 compounds, 0.19% hits; in the data active = activation above about 80%; inconclusive = between about 30% and that limit; also: 0% is about no effect
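Cells expressing TRPV1 were dye-loaded with Fluo-8 and read kinetically: 10 s baseline, 3 min after compound (agonist portion), then 2 min after EC20 capsaicin (allosteric enhancer portion). Calcium-bound dye fluorescence at 480/520 nm.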
Mito fusion act: qHTS Assay for Small Molecule Inhibitors of Mitochondrial Division or Activators of Mitochondrial Fusion; S. cerevisiae fusion-defective mutant growth rescue, CellTiterGlo 48 h; Potency, µM (doses to about 46.1 µM), for the others: top-dose growth rescue (activation), usual class: activators; 320,000 compounds, 0.23% hits; AID 485298, 2010;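 also: potency is read from the fitted curve at half-maximal effect; % of control where 0% means no effect; nearly all actives have a fitted effect of over 45% in size; temperature-sensitive fusion mutants such as fzo1-1 at 37 °C on non-fermentable ethanol glycerol medium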
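Yeast fusion mutant, YPEG (non-fermentable carbon), compound, 48 h at 37C non-permissive; CellTiterGlo added, 10 min RT, luminescence read. Rescued growth = division inhibition.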
USP2a inh: qHTS Assay for Inhibitors of Ubiquitin-specific Protease USP2a Using CHOP2 as the Reporter; Ubiquitin carboxyl-terminal hydrolase 2 (Homo sapiens), O75604; USP2 core, Ub-CHOP2 coupled fluorogenic reporter, 485/531; Potency, µM (titrated, usually from 38.3 µM), inactives show at the top dose activity change, negative = inhibition, actives largely listed as inhibitors; 330,000 compounds, 0.01% hits;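 also: potency is read from the fitted curve at half-maximal effect; plate controls were DMSO wells for no effect and full inhibition by NEM control for full effect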
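Deubiquitinase activity read as fluorescence (485/531 nm) after Ub-CHOP2 cleavage activates the enterokinase reporter on its substrate; USP2 core 10nM, Ub-CHOP2 and substrate 25nM each, 30min compound preincubation then 60min RT; data normalized to NEM, curves fitted.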
hERG WT inh: qHTS for Inhibitors of KCHN2 3.1: Wildtype qHTS. U2OS, BacMam KCNH2, thallium flux FluxOr; active compounds read low. activity change, % at 1.84 µM. 340,000 compounds, 0.37% hits. AID 720551, 2013;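 active = maximum activity change below -70%; inconclusive = maximum activity change between -70% and -50%; inactive = maximum activity change above -50%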; also: % is scaled to controls: 0 for no effect and ±100 for the full control effect
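U2OS cells transduced with wild-type KCNH2 virus are loaded with FluxOr dye for 45 min, and thallium flux is measured in kinetic reads before and after stimulation buffer. Rate constants are normalized to DMSO controls.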
ELG1 repair inh: qHTS screen for small molecules that inhibit ELG1-dependent DNA repair in human embryonic kidney (HEK293T) cells expressing luciferase-tagged ELG1 | HEK293T ELG1-luciferase reporter, luminescence, 16 h; DNA damage induced by 5-fluorouridine | Potency, µM (titrated, usually from 46.1 µM), for inactives: at the highest dose activity change, negative = inhibition, most hits filed as inhibitors | 330,000 compounds, 2.3% hits; also: potency is read from the fitted curve at half-maximal effect; % is scaled to controls: 0 for no effect and ±100 for the full control effect; nearly all actives have a fitted effect of over 55% in size
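Overnight (16 hr) co-exposure of 2,000 cells/well to 5-fluorouridine and compound at 37 °C preceded detection. Luciferase was quantified via ONE-Glo luminescence; loss of signal denotes inhibition.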
KCNH2 3.1 inh: qHTS for Inhibitors of KCHN2 3.1: Mutant qHTS | Potassium voltage-gated channel subfamily H member 2, brain isoform KCNH2 3.1 (human) | U2OS KCNH2 3.1, thallium flux FluxOr; active compounds read low | activity change, % (tested at about 1.8 µM) | 340,000 compounds, 0.95% hits;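 active = maximum activity change below -70%; inconclusive = maximum activity change from -70% to -50%; inactive = maximum activity change above -50%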;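 also: thallium influx rate constant from kinetic fluorescence after stimulation buffer; % is scaled to controls: 0 for no effect and ±100 for the full control effect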
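Steps: virus added to U2OS suspension (4 h, RT, dark); medium with 10% FBS added, cells plated, 37 C overnight; FluxOr/Red40 loading buffer 45 min RT; stimulation buffer, 2 min kinetic read; rate constant normalized.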
TCR activator: Activators of T cell receptors: qHTS campaign. primary human leukocytes, anti-CD3, IL-2 HTRF, 48 h. Potency, µM (top dose mostly 9.22 µM), inactives show at the top dose activation of IL-2 secretion, most hits filed as activators. 330,000 tested, under 10 active. AID 504894, 2011; also: % of control where 0% means no effect
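Compounds are tested in HTS on primary human leukocytes co-incubated with a-CD3 beads for 48 hr. IL-2 output is measured by time-resolved FRET.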
AT treatment: qHTS Assay for Identifying a Potential Treatment of Ataxia-Telangiectasia; […] A-T fibroblasts, KAP-1 phosphorylation AlphaLISA; neocarzinostatin DNA damage 30 min before lysis; Potency, µM (top dose mostly 57.5 µM), without a hit: top-dose activation, actives largely listed as activators; 320,000 compounds, 0.19% hits; AID 485349, 2010; also: potency is read from the fitted curve at half-maximal effect; % of control where 0% means no effect; nearly all actives have a fitted effect of over 45% in size
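ATM-like activity read as KAP-1 phosphorylation via AlphaLISA donor/acceptor antibody pairs after lysis and 6 hr at 25C. Cells were ATM-null patient fibroblasts ([…], hTERT), dosed 60 min, then exposed to the DSB inducer NCS for 30 min.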
TSHR antagonist: Antagonists of the Thyroid Stimulating Hormone Receptor: HTS campaign; Thyrotropin receptor (Homo sapiens), P16473; 330,000 compounds, 0.2% hits; TSHR-expressing cells, TSH-stimulated cAMP HTRF, 2 h; active compounds read low; activity change, negative = inhibition, % at 11.5 µM; AID 504810, 2011;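 active = activity change below a set negative limit, meaning inhibition stronger than a set level, cut at about -70% in these data; inconclusive = activity change between two set negative limits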; also: % is scaled to controls: 0 for no effect and ±100 for the full control effect
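Read-out is FRET at 665 nm (cryptate excitation 337 nm) from a cryptate-tagged anti-cAMP antibody, competed by cell cAMP against cAMP-d2. Compounds are tested on freshly harvested TSHR cells challenged with 4nM TSH (EC80) for 2 hours at 37 deg C.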
* hit, by the source's call; ? = inconclusive; . = no result given; & = joins results of further samples; [ ] = another dose, or the depositor's remark. Unless noted, calls follow the shape of the dose curve; as a rule, active = well fitted curve in the direction sought with a large enough effect; inconclusive = small, poorly fitted or top-dose-only effect, or another doubt; inactive = no such curve, though single readings can be large; an effect the other way counts as inactive or inconclusive. Not all compounds are listed; count on the stated rates, not on these rows.

SMILES	Eya2 phos inh	TRPV1 ag	Mito fusion act	USP2a inh	hERG WT inh	ELG1 repair inh	KCNH2 3.1 inh	TCR activator	AT treatment	TSHR antagonist
CC(=O)NC(=O)c1ccc(-c2ccc(Cl)cc2)o1	6%	-23	2%	0%	-47	?	.	10%[46.1 µM]	-6%	30
CN1CCc2c(sc(/N=C/c3ccco3)c2C(N)=O)C1	-5%	11	-3%	-1%	2	3%	-9	1%	9%	-9
CCCn1c(=O)c(C(=O)NCCc2ccccc2)c(O)c2ccccc21	?	-1	-1%	1%	11	9%	18	-4%	3%	-2
O=C(N/N=C\c1c(O)ccc2ccccc12)c1ccc(O)cc1	4%	?	-5%	0%	-2	-16%	6	0%	3%	-9
Cc1ccc(NC(=O)CSc2n[nH]c(-c3ccccn3)n2)cc1	-4%	1	-9%	0%	-7	?	5	-4%	-1%	21
Cn1nc(C(F)(F)F)c(/C=N/OC(=O)c2ccc(Cl)cc2)c1Cl	9%	.	2%	1%	24	7%	3	1%	1%	21
CCOC(=O)c1ccc(NS(=O)(=O)c2c(C)nc3sccn3c2=O)cc1	1%	5	0%	1%	8	9%	-8	8%	7%	-2
CCC1CCCCN1C(=O)Cn1c(=O)n(CCCC(=O)NCc2ccco2)c(=O)c2sccc21 (stereo not drawn)	-12%	2	2%	0%	-7	-1%	2	0%	-1%	-11
O=C(C[C@H]1C/C=C\C[C@H](NC(=O)OCC2c3ccccc3-c3ccccc32)C(=O)OC[C@H]2CCCN2C1=O)NCCO	-21%	.	.	0%	-1	20%	-5	0%	16%	3
Cc1ccc(C(=O)OCC(=O)c2c[nH]c3ccccc23)cc1	2%	11	0%	2%	0	?	.	5%[46.1 µM]	-2%	-1
CCN(CC)CCN1C(=O)C(=O)/C(=C(/O)c2ccc(OC)cc2)C1c1cccs1 (stereo not drawn)	2%	-1	6%	-2%	.	?	.	.	19%	12
Cc1ncc(CCl)c2c1OC(C)(C)OC2	-3%	1	1%	0%	-13	0%	14	-1%[46.1 µM]	4%	1
N/C(CC1CC1(Cl)Cl)=N\OC(=O)c1ccccc1 (stereo not drawn)	-13%	23	1%	-1%	-5	6%	-6	0%	13%	4
O=S(=O)(c1ccc(F)cc1)N1CCN(Cc2ccccn2)CC1	-1%	2	-6%	1%	9	-4%	-3	-1%	6%[11.5 µM]	-9
Cc1ccc(S(=O)(=O)N2CCn3cccc3C2C)cc1 (stereo not drawn)	4%	1	-3%	3%	-2	8%	1	4%	-16%	24
c1ccc(OCc2nnc(-c3ccccc3)o2)cc1	0%	16	1%	1%	-15	?	-16	9%	2%	-2
CCOc1cc(NC(=O)c2ccccc2[N+](=O)[O-])c(OCC)cc1NC(=O)CC(C)C	8%	-1	2%	-4%	2	7%	5	-3%	-7%	0
Cc1cc(C(=O)COC(=O)Cc2ccc(Br)cc2)c(C)n1C	3%	-2	11%	0%	-5	9%	-1	2%	-4%	8
Cc1cc(C(=O)NCc2cccs2)c(C)o1	9%	0	-2%	0%	-6	16%	4	-1%	-6%	6
O=C(O)COCC(=O)NCc1csc2ccccc12	9%	1	2%	0%	-4	12%	1	4%	-3%	-5
Cc1nc(NC(=O)COC(=O)CCc2ccccc2)c(Cl)cc1Cl	-23%	.	.	6%	26	14%	1	-3%	-4%	.
COC(=O)CN(c1ccc(C(C)C)cc1)S(=O)(=O)c1c(C)[nH]c(=O)[nH]c1=O	-4%	.	-1%	2%	-6	0%	12	12%	20%	1
COc1cc(C)ccc1OCCOc1ccccc1Cl	-29%	1	3%	-2%	5	?	-17	-2%	3%	0
O=c1cnn(-c2ccc(Cl)cc2Cl)c(-c2ccccc2)c1	-33%	19	0%	0%	-16	-3%	0	6%	.	-12
CCc1nc(NCc2ccccc2)c(C#N)c2c1CCCC2	-7%	1	-7%	3%	-12	22%	-10	6%[46.1 µM]	13%	-12
O=C1CCCC(=O)C1=Cc1c[nH]c2ccccc12	12%	0	0%	2%	5	-6%	4	-3%	-1%	6
CC(Sc1nnc(-c2ccncc2)n1C)C(=O)Nc1nccs1 (stereo not drawn)	4%	-2	9%	3%	8	8%	13	1%	4%	1
COC(=O)/C(C#N)=C/c1c(N2CCN(C)CC2)nc2ccccn2c1=O	5%	0	-3%	0%	-10	16%	10	3%	-10%	0
COc1ccc(CNc2nc3nc(C)c(Cl)c(=O)n3[nH]2)cc1OC	4%	-2	1%	3%	1	8%	0	.	-1%	18
CC1CCN(c2c(NCc3ccc(C(=O)N(C)C4CCCCC4)cc3)c(=O)c2=O)CC1	-4%	10	9%	-1%	1	?	8	6%	3%	-4
CC(C)NC(=O)COc1coc(CN2CCN(c3ccccc3F)CC2)cc1=O	-2%	-2	21%	0%	4	0%	7	-4%	12%	-124*
COc1ccc(C2C(C(C)=O)=C(O)C(=O)N2Cc2ccccc2)c(OC)c1 (stereo not drawn)	9%	-1	1%	1%	-16	-5%	-3	-5%	-12%	6
COC(=O)c1cn(-c2ccccc2)nc1-c1ccc(OC)c(OC)c1	-15%	9	8%	1%	13	?	4	-2%	9%	0
COc1ccc2cc(N=Cc3nc(-c4ccc(C)cc4)oc3O)cnc2c1	-2%	2	5%	1%	13	-11%	27	3%	3%	-3
O=C(C[C@@H]1C/C=C\C[C@H](NC(=O)OCC2c3ccccc3-c3ccccc32)C(=O)OC[C@H]2CCCN2C1=O)N[C@H](CO)Cc1ccccc1	-1%	.	.	-9%	12	?	-5	-5%	7%	-4
COc1ccc(-c2nnc(SC(C)C(=O)Nc3ccc4c(c3)OCCO4)o2)cc1 (stereo not drawn)	-12%	-5	-5%	-1%	-8	?	4	1%	1%	1
O=C(N/N=C/c1cn(CC(=O)N2CCOCC2)c2ccccc12)c1cccnc1	0%	3	-1%	7%	5	0%	0	-1%	?	2
O=C(O)c1cccc(COc2ccc(CO)cc2Cl)c1	-17%	-2&-1	-2%	-1%	-2	?	4	-3%	-3%	-5
O=C(NCc1ccccc1)c1cnc(-c2ccccn2)nc1C(F)(F)F	-21%	-5	2%	1%	-15	?	-1	-1%	-1%	7
Cc1ccc2cccc(OCC(=O)NCCC3=CCCCC3)c2n1	-20%	.	.	-1%	-20	?	-2	-20%	1%	-14
O=C(Nc1c2c(nn1-c1ccc([N+](=O)[O-])cc1)CS(=O)(=O)C2)c1ccco1	3%	0	-8%	3%	21	14%	-13	11%	8%	-2
CC(=O)Nc1ccc(NC(=O)C/C(C)=N/NC(N)=S)cc1	4%	-10	-12%	2%	-1	-5%	-3	10%	9%	14
CN(C)S(=O)(=O)Oc1ccsc1C(=O)Nc1ccccc1Cl	2%	-1	1%	2%	-19	-8%	2	1%	16%	-7
O=C(O)/C=C/c1coc2ccc(F)cc2c1=O	-12%	-1	1%	3%	4	2%	-7	-7%[46.1 µM]	-5%	17
O=C(CCN1CCN(C(c2ccccc2)c2ccccc2)CC1)N/N=C/c1ccc(O)cc1	-9%	?	-8%	-5%	0	-4%	-80*	0%[46.1 µM]	4%	0
Cc1ccccc1-c1nnc(-c2ccc(Br)cc2)o1	18%[15.4 µM]	25	3%	5%	-9	?	-5	10%	13%	1
Cn1c(SCC(=O)Nc2ccc(F)cc2)nnc1-c1cccnc1	-10%	-5	-5%	-2%	10	28%	1	-4%	13%	3
COc1ccccc1NCC(O)Cn1c2ccccc2c2ccccc21 (stereo not drawn)	-4%	3	2%	1%	16	?	-9	3%	6%	-1

Screens as filed in PubChem.
